Compound activity as filed in PubChem.
All columns: NCI-60 one-dose screen, growth in % after 48 h at 10 µM unless noted; 100 = growth as untreated, 0 = no growth, -100 = all killed.
UACC-257: UACC-257 melanoma; hit rate 4.4% among 78,000
HS 578T: HS 578T breast cancer; hit rate 4.1% among 78,000
UACC-62: UACC-62 melanoma. hit rate 5.4% among 81,000
MALME-3M: MALME-3M melanoma; hit rate 5.8% among 78,000; AID 1794766
T-47D: T-47D breast cancer; hit rate 5% among 79,000; AID 1794792
LOX IMVI: LOX IMVI melanoma. AID 1794757. hit rate 7.4% among 79,000
SK-MEL-2: SK-MEL-2 melanoma; hit rate 4.7% among 77,000; AID 1794763
BT-549: BT-549 breast cancer. AID 1794793. hit rate 4.4% among 78,000
Active calls of the source: *; · = no result given; & = joins results of further samples. The calls were made as follows: active = growth percent below 10; inactive = the rest. This is a random part of the collection (roughly 11% active in at least one column).

#	SMILES	LOX IMVI	UACC-257	SK-MEL-2	HS 578T	BT-549	UACC-62	MALME-3M	T-47D
1	Cc1sc2c(c1C)c(=O)nc1c(-c3nc(-c4ccccc4Cl)no3)n[nH]n12	95.3	106.5	127.2	102.4	113.8	104.8	99.7	97.2
2	C=C(OC(C)=O)c1ccccc1	94.4	83.7	96.9	90.7	106.6	97.0	107.9	89.5
3	Cc1ccc(-c2cc(O)c(C(=O)N3CCOCC3)s2)cc1	104.8	90.6	94.3	98.9	124.8	88.8	103.1	87.7
4	COc1ccc(C2=Nc3c(N)ncnc3NC(c3cccc(Nc4ccnc5cc(Cl)ccc45)c3)C2)cc1 (configuration not stated)	89.7	87.4	85.5	77.8	102.1	90.8	103.0	87.8
5	O=C(Nc1ccccc1)C1CN(Cc2ccc[nH]2)CCS1 (configuration not stated)	93.6	87.9	103.6	92.3	92.3	90.9	91.2	99.4
6	CC1=NN(c2ccccc2)C(=O)C1C(=O)c1ccccc1 (configuration not stated)	96.9	94.3	96.6	127.0	102.8	99.2	97.6	86.9
7	O=S(=O)(c1ccc(Cl)cc1)c1cnc(-c2ccccc2)o1	93.5	96.3	96.3	92.2	91.4	103.5	103.1	82.6
8	COc1cc(/C=C/c2nc3ccccc3c(=O)n2-c2ccc(C#Cc3ccc(C(C)(C)C)cc3)cc2C)cc(OC)c1OC	88.0	80.6	109.0	·	110.4	84.4	104.9	109.5
9	Cc1cn(-c2cc(C(=O)Nc3cccc(-n4ccc5c(NC(=O)c6ccccc6)nccc54)c3)cc(C(F)(F)F)c2)cn1	5.5*	40.6	11.2	·	27.9	27.1	25.2	62.5
10	CCOC(=O)c1ccc(Nc2ccnc(SCC(=O)c3ccc(OC)cc3)n2)cc1	99.1	101.1	99.6	100.1	·	84.5	95.9	77.7
11	C=CCOC(=O)C1=C(C)NC2=C(C(=O)CCC2)C1c1ccc(O)cc1 (configuration not stated)	99.0	101.1	95.7	88.0	105.4	93.6	100.7	96.6
12	O=C(NC1=Nc2ccccc2C(=O)NN1)c1ccc(Cl)cc1	98.8	97.3	116.4	96.3	95.8	104.3	89.6	100.7
13	CC1(C)CCc2cc(-c3ccn(S(=O)(=O)c4cccc(C(F)(F)F)c4)n3)ccc2O1	92.8	81.7	107.7	107.9	119.6	84.2	102.2	66.3
14	O=C(Sc1ccc2ccccc2c1CN1CCCCC1)c1ccc([N+](=O)[O-])cc1	41.5	104.9	114.8	83.7	82.7	86.1	108.8	79.1
15	CC(=O)Nc1ccc2nc(NC(=O)c3[nH]c(C)c(Cl)c3Cl)sc2c1	94.7	101.5	106.0	91.8	90.8	103.8	96.1	112.4
16	Cc1ccc(S(=O)(=O)Nc2ccc(C)cc2C)cc1	90.0	86.2	89.0	·	105.6	85.8	112.7	79.6
17	Cc1[nH]c2ncnc(Nc3ccc(NC(=O)Nc4ccc(Cl)c(C(F)(F)F)c4)c(F)c3)c2c1C	77.6	86.0	74.7	80.1	105.3	70.4	89.9	78.7
18	CC(=O)Nc1cccc(-c2nc3ccccc3n2Cc2ccc(C)cc2)c1	96.8	88.2	90.7	100.4	93.1	84.5	102.5	87.7
19	COc1ccc2cc(-c3ccc(NC(C)=O)c(=O)o3)ccc2c1	103.8	89.3	98.6	93.8	101.3	94.8	101.2	87.3
20	S=C(NCc1ccccc1)C(=S)NCc1ccccc1	89.9	92.8	·	103.8	94.6	90.0	109.7	93.6
21	O=C(CCCCCCN1CC(=O)N2[C@@H](c3ccc(Cl)cc3)c3[nH]c4ccccc4c3C[C@H]2C1=O)NO	-63.6*	79.7	80.7	67.9	77.2	34.5	37.2	42.1
22	CC(=O)N1N=C(c2ccc(Nc3ccnc4cc(Cl)ccc34)cc2)CC1c1ccc(Cl)cc1 (configuration not stated)	33.6	61.7	54.1	41.0	54.7	44.2	26.8	25.5
23	Nc1nc(Nc2cc(Cl)cc(Cl)c2)nn1S(=O)(=O)c1ccc2ccccc2c1	60.1	83.3	79.2	40.5	90.7	67.0	63.0	46.0
24	CC(=O)OCCN1C=C(S(C)(=O)=O)C2=NCCN2C1=O	100.5	100.5	106.2	105.1	102.8	98.8	95.3	93.7
25	OCc1ccc(-c2ccc(-c3ccc(CO)s3)o2)s1	73.2	32.5	79.7	81.8	58.4	-35.0*	78.1	-15.5*
26	CCN1[C@@H]2CC[C@H]1/C(=C\c1ccc(C)cc1)C(=O)/C2=C/c1ccc(C)cc1	83.3	67.8	86.2	97.2	95.8	67.6	71.2	65.8
27	Clc1ccc(-c2cn3cc(Cc4ccccc4)sc3n2)cc1	82.1	105.4	114.6	108.2	114.6	72.1	102.8	77.1
28	O=C(Nc1ncc(Cc2ccc(Cl)cc2)s1)c1cc(-c2ccccc2)nc2ccc(Cl)cc12	82.5	93.7	103.9	86.0	96.2	83.8	90.7	81.5
29	CCCCCCCCN(CCCCCCCC)CCC(=O)c1ccc2cc(Br)c3ccccc3c2c1	78.8	101.9	91.2	86.3	90.5	88.7	87.1	66.4
30	C[C@@H]1C[C@H]2C(=O)OCC(NC(=O)[C@H](Cc3cc(F)cc(F)c3)NC(=O)Nc3ccc(Cl)cc3F)C(=O)N3CCC[C@H]3C(=O)N3CCCC[C@H]3C(=O)N[C@@H](C)C(=O)N2C1 (some centres not stated)	4.3*	17.2	·	32.7	21.4	26.7	35.9	28.8

The closing two entries of the section above open the next one:
#	SMILES	LOX IMVI	UACC-257	SK-MEL-2	HS 578T	BT-549	UACC-62	MALME-3M	T-47D
29	CCCCCCCCN(CCCCCCCC)CCC(=O)c1ccc2cc(Br)c3ccccc3c2c1	78.8	101.9	91.2	86.3	90.5	88.7	87.1	66.4
30	C[C@@H]1C[C@H]2C(=O)OCC(NC(=O)[C@H](Cc3cc(F)cc(F)c3)NC(=O)Nc3ccc(Cl)cc3F)C(=O)N3CCC[C@H]3C(=O)N3CCCC[C@H]3C(=O)N[C@@H](C)C(=O)N2C1 (some centres not stated)	4.3*	17.2	·	32.7	21.4	26.7	35.9	28.8
31	COc1cc(-c2nc(SCCC(C)C)nc(Nc3cccc4ccccc34)c2C#N)cc(OC)c1OC	71.5	76.6	89.6	86.7	80.8	51.9	81.3	58.1
32	COc1cc(CNC(=O)CCCC/C=C/C(C)C)ccc1OCc1cn(-c2ccc(Cl)cc2)nn1	85.6	91.6	101.7	90.3	86.8	67.8	97.8	71.0
33	O=C1/C(=C/c2ccccc2F)CNC/C1=C\c1ccccc1F	-83.5*	-46.1*	·	24.5	·	-58.3*	-9.5*	9.3*
34	Nc1cccc2c1C(=O)c1c(N)cccc1C2=O	92.0	114.6	107.2	82.3	·	99.3	111.3	84.5
35	CCOC(=O)c1c(C)nc2c(c1N)/C(=C/c1ccc(OC)c(O)c1)C(=O)N2c1cc(OC)c(OC)c(OC)c1	37.7	72.0	84.6	82.5	64.0	63.9	89.9	69.3
36	COc1cccc(COC(C)OCC(C)C)c1OC (configuration not stated)	90.3	106.5	111.8	112.1	95.2	102.0	94.7	73.6
37	CCN(CC)CCN1C(=O)c2c(c(C)c3c(oc4cc(OC)ccc43)c2C)C1=O	83.1	126.7	101.0	117.7	98.2	102.1	101.7	103.8
38	CN(C)c1ccc(C#Cc2c(F)cccc2Cl)cc1	81.3	91.2	·	94.5	98.2	87.6	93.4	41.8
39	O=C(CCCN1CCOCC1)Nc1ccc(Cn2nnc3c2C(=O)c2nnn(Cc4ccc(NC(=O)CCCN5CCOCC5)cc4)c2C3=O)cc1	-5.7*	-88.0*	·	100.9	42.6	51.5	-74.3*	-16.5*
40	O=C(Nc1ccccc1)Nc1ccc(C(=O)/C=C/c2ccc(N3CCCCC3)cc2)cc1	87.2	97.6	97.1	89.9	91.8	79.4	96.2	66.6
41	C[C@@H]1N=C(c2ccc3ccccc3n2)Nc2nc3ccccn3c2C1=O	93.0	116.7	108.7	97.7	88.8	90.1	92.4	90.2
42	COc1ccc(CN2CCc3c(Sc4ccc(Cl)cc4)nc(N)nc3C2=O)c(OC)c1	92.6	100.1	96.2	113.1	·	82.7	85.2	82.6
43	Cc1ccc(S(=O)(=O)NCCSc2nc(-c3ccccc3)c(C#N)c(=O)[nH]2)cc1	91.5	99.6	105.4	98.5	107.5	95.0	96.2	96.6
44	Cc1cc(=O)n(C(=O)Nc2ccccc2Cl)c2cc(O)ccc12	99.1	96.5	117.7	98.7	94.4	101.0	93.0	97.1
45	N#Cc1c(-c2ccccc2)[nH]c2ncc(-c3ccccc3)n2c1=O	86.8	94.0	72.9	88.6	89.1	87.8	91.5	71.9
46	S=C(S)N1CCCC1	90.2&107.8	92.6&96.5	99.7&98.0	105.9	114.0&91.0	104.8&90.9	99.7&96.1	89.0&98.4
47	CC(C)CCC[C@@H](C)[C@H]1CC[C@H]2[C@@H]3CC[C@@H]4C[C@@H](O)CC[C@]4(C)[C@H]3CC[C@]12C	103.2	105.6	111.5	·	269.9	93.7	167.7	96.0
48	c1cc2[nH]snc2c2nc(-c3nc4ccc5[nH]snc5c4n3)nc12	95.8	106.7	109.8	81.1	95.2	90.7	96.9	80.8
49	O=C(NC(Cc1nn[nH]n1)C(=O)OCc1ccccc1)OCc1ccccc1 (configuration not stated)	98.2	101.6	102.6	105.8	157.0	103.3	90.1	97.4
50	Cc1nnc(/N=C2\NC(=O)/C(=C/c3c(F)c(F)c(F)c(F)c3F)S2)s1	71.7	101.1	98.9	95.9	108.6	79.9	77.8	94.2
51	COc1cccc(/C(C)=N\Nc2ccc([N+](=O)[O-])cc2[N+](=O)[O-])c1OC	91.1	90.4	92.9	108.1	130.6	95.1	110.2	83.0
52	COc1ccc(C(=O)c2cc(C)c(OC)c(C)c2)c(OC)c1N(C(=O)C(Cl)Cl)C(=O)C(Cl)Cl	20.3	48.3	27.2	22.1	5.7*	38.8	58.2	52.4
53	CCN(CCCCN1CC(=O)N(CCCCN(CC)Cc2ccccc2OC)CC1=O)Cc1ccccc1OC	106.6	113.2	151.0	·	104.8	104.1	104.4	98.0
54	CC(=O)NC1=NC(=O)/C(=C/c2ccc(Cl)cc2Cl)N1C	94.2	98.3	106.1	49.9	103.7	72.2	101.6	98.2
55	O=C(Nc1cccc(-c2nc3ccccc3c(=O)[nH]2)c1)c1c[nH]c2ccccc12	95.6	89.9	91.4	87.2	104.6	72.7	92.2	47.4
56	CC(C)C(NC(=O)c1ccccc1)C(=O)O (configuration not stated)	95.0	106.0	·	101.5	109.1	112.5	107.5	97.3
57	c1ccc2c(c1)nc(-n1cccc1)c1nc3ccccc3n12	77.8	100.2	101.9	82.0	94.6	76.2	108.2	·
58	COc1ccc(C(C)OC)cc1OC (configuration not stated)	99.0	104.9	105.5	98.0	109.6	100.7	108.3	99.6
59	Cn1c(N2CCOCC2)nc(-c2ccccc2)c(C#N)c1=O	99.4	115.4	91.2	129.6	115.3	102.5	117.6	114.3
60	c1ccc(Cn2nnc3c(Sc4nc5ccccc5o4)ncnc32)cc1	91.6	101.6	·	98.5	100.2	110.5	102.1	89.0
61	c1n[nH]cc1-c1nc2ccc3cn[nH]c3c2c2c1CCCC2	69.9	100.0	103.5	53.0	97.1	81.4	72.9	74.7
62	CNCCn1c(=O)c2cc(OC)c(OC)cc2c2ccc3cc4c(cc3c21)OCO4	-46.1*	-76.3*	-76.1*	4.4*	-19.8*	-79.7*	-85.3*	6.2*

Retrieved by structure from the list above (4):
#	SMILES	LOX IMVI	UACC-257	SK-MEL-2	HS 578T	BT-549	UACC-62	MALME-3M	T-47D
55	O=C(Nc1cccc(-c2nc3ccccc3c(=O)[nH]2)c1)c1c[nH]c2ccccc12	95.6	89.9	91.4	87.2	104.6	72.7	92.2	47.4
40	O=C(Nc1ccccc1)Nc1ccc(C(=O)/C=C/c2ccc(N3CCCCC3)cc2)cc1	87.2	97.6	97.1	89.9	91.8	79.4	96.2	66.6
48	c1cc2[nH]snc2c2nc(-c3nc4ccc5[nH]snc5c4n3)nc12	95.8	106.7	109.8	81.1	95.2	90.7	96.9	80.8
33	O=C1/C(=C/c2ccccc2F)CNC/C1=C\c1ccccc1F	-83.5*	-46.1*	·	24.5	·	-58.3*	-9.5*	9.3*
